Shn3 3UTR inh = reduction of Shn3 3'UTR firefly luciferase signal, primary screen, Schnurri-3 inhibitor project, cell-based, Clone20 osteoblasts, set 2; Clone20 osteoblast Shn3 3'UTR firefly luciferase, 24 h; inhibition, % at 12.5 µM; hit rate 0.52% among 360,000;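 active means mean inhibition of at least 75% with every replicate also reaching 75%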;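 further: 0% = median of neutral control wells and 100% = pilot-screen positive control compound; some compounds past the cut are filed as inactive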
LMP1 NFkB inh = EBV LMP1-driven NF-kappaB luciferase reporter inhibitors, primary screen, cell-based, luminescence, single point; LMP1-induced NF-kappaB luciferase reporter cells; inhibition, % at 12.5 µM; hit rate 0.69% among 350,000; in the data active means inhibition above about 41%;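 further: 0% = neutral control wells and 100% = reference inhibitor control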
CF NFkB inh = inhibitors of PAF-induced NF-kB signaling, primary screen, cell-based, GFP fluorescence, uHTS; hit rate 0.86% among 360,000; AID 588850, 2011; KKLEB NF-kB-GFP reporter, GFP fluorescence overnight; inhibition, % at 5 µM;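 active means at least 50% inhibition at 5 µM, scaled per plate between neutral and stimulator controls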;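 further: PAF is a Pseudomonas aeruginosa culture filtrate used as stimulus; plate controls were PAF-stimulated DMSO wells for no effect and unstimulated DMSO wells for full effect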
TRAIL sens C8 = viability loss with TRAIL in NB7+C8 cells, primary screen, TRAIL sensitizer project, cell-based, ATPlite luminescence. AID 624354, 2012. hit rate 1% among 360,000. inhibition (viability loss, TRAIL sensitization), % at 10 µM;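 active means compounds causing at least 50% loss of cell viability in the single-dose screen, relative to plate controls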
SRC1 inh = SRC1 coactivator transcriptional activity inhibitors, primary screen, cell-based, luminescence | Nuclear receptor coactivator 1 (Homo sapiens), Q15788 | HEK293 GAL4-SRC1 luciferase reporter | inhibition, % at 3.6 µM | hit rate 0.12% among 360,000;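 active means inhibition above the campaign mean plus 3 SD, with each screening campaign given its own cutoff, cut at about 60% in these data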;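 further: 0% = DMSO treated cells and 100% = gossypol at 36 µM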
NR5A2 inv ag = LRH-1 (NR5A2) inverse agonists, primary screen, cell-based, luminescence, HEK293T, StAR-luciferase reporter; LRH-1 transfected, 24 h; inhibition, % at 3.6 µM; hit rate 0.13% among 360,000; AID 602396, 2012;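 active means inhibition above the mean inhibition of all tested compounds plus 3 SD, cut at about 73% in these data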;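 further: 0% = DMSO wells and 100% = reporter-only cells lacking LRH-1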
Target sequence (O00482 whole entry, looked up): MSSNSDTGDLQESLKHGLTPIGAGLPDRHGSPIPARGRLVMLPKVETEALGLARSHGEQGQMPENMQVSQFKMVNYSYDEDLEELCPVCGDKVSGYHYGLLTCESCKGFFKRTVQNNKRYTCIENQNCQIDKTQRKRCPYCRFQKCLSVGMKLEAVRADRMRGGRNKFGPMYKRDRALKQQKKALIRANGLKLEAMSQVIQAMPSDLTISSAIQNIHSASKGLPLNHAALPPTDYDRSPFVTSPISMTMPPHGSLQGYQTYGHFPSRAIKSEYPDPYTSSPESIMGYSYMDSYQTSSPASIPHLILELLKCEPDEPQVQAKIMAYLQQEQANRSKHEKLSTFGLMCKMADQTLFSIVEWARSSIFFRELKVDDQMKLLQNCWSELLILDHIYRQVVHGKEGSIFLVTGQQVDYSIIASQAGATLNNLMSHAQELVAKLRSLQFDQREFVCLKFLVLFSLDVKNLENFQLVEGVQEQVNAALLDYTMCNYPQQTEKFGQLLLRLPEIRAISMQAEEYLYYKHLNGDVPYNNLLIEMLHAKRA
KKLEB cytotox = cytotoxicity in KKLEB CF airway cells, primary screen, cytotoxicity control for CF NF-kB inhibitor project, cell-based, uHTS, fluorescence assay plates; KKLEB CF airway cells viability, ATPlite luminescence, overnight; stronger effect = lower value; cells stimulated with P. aeruginosa culture filtrate; activity change (cytotoxicity), % at 5 µM; hit rate 0.36% among 360,000; AID 602141, 2011;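 active means corrected activity change at or below -50% at 5 µM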
NR2F2 inh = NR2F2 transcriptional activity inhibitors, primary screen, cell-based, luciferase reporter, HEK293T, luminescence; COUP transcription factor 2 (Homo sapiens), P24468; HEK293T NGFI-A luciferase reporter; inhibition, % at 8.6 µM; hit rate 0.7% among 370,000; AID 686940, 2013;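 active means inhibition above a per-plate cutoff, mean inhibition of test wells between control levels plus 3 SD, cut at about 38% in these data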;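 further: cells cotransfected with COUP-TFII expression vector driving the NGFI-A reporter; 0% = median of COUP-TF2 test wells and 100% = reporter-only cells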
Target sequence (P24468 whole entry, looked up): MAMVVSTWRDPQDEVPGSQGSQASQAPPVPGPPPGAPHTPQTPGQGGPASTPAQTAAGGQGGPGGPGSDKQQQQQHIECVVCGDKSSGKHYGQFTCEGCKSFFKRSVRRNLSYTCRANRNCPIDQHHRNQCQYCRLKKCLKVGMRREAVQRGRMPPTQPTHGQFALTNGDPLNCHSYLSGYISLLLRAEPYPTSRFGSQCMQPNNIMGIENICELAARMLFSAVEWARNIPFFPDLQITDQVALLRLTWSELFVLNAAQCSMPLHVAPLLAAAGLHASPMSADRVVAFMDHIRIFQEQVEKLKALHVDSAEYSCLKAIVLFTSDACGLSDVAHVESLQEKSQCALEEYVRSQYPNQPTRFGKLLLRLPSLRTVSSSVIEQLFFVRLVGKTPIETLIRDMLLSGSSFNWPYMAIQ
TROY signal inh = inhibitors of TROY-driven NF-kB signaling, primary screen, Q293 LMP1-TROYcd cells, NF-kB luciferase, uHTS; Q293 LMP1-TROYcd NF-kB luciferase reporter, 4 h; inhibition, % at 10 µM; hit rate 0.98% among 360,000; AID 1347056, 2019;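 active means compounds whose plate-normalised and pattern-corrected inhibition of the luciferase reporter signal at the single screening dose is 50% or more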
TWEAK Fn14 block = inhibitors of TWEAK-Fn14 signaling, primary screen, luciferase reporter cells, uHTS; TWEAK-stimulated Fn14 reporter cells, luciferase luminescence, 8 h; inhibition, % at 10 µM; hit rate 2% among 360,000; in the data active means inhibition above about 50%
NCOA3 inh = SRC3 coactivator transcriptional activity inhibitors, primary screen, cell-based, luminescence | inhibition, % at 3.6 µM | HEK293 GAL4-SRC3 luciferase reporter | hit rate 0.17% among 360,000 | AID 588352, 2011;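 active means inhibition above a per-campaign cutoff, the mean of all compounds plus 3 SD, cut at about 60% in these data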;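 further: 0% = DMSO-treated cells and 100% = gossypol-treated cells at 36 µM; higher means less SRC3-driven luciferase light from the GAL4 reporter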
* = called active by the depositor; nt = no result given. The list is partial, so the mix of outcomes need not match the whole.

SMILES	Shn3 3UTR inh	LMP1 NFkB inh	CF NFkB inh	TRAIL sens C8	SRC1 inh	NR5A2 inv ag	KKLEB cytotox	NR2F2 inh	TROY signal inh	TWEAK Fn14 block	NCOA3 inh
CC(=O)NS(=O)(=O)c1ccc(NC(=S)Nc2ccccc2)cc1	-8	3	0	-7	-3	6	7	-1	6	-11	-2
Nc1nc(Cl)cc(=O)n1Cc1ccc(Cl)cc1	2	-3	-8	8	11	-8	2	0	-12	-4	7
Cc1cccc(C(=O)N2CCCC(c3nc(-c4ccc(C)o4)no3)C2)c1 (stereo unspecified)	-5	-4	8	3	-64	-49	-2	-28	-32	-24	-39
O=C(Nc1ccccc1)c1ccc(S(=O)(=O)N2CCOCC2)cc1	-1	-31	26	2	-2	-5	1	10	-39	-30	-14
O=C(c1ccc([N+](=O)[O-])cc1[N+](=O)[O-])n1cnc2ccccc21	9	1	0	0	-96	16	-6	3	-12	13	21
CC1CCCCN1CC(=O)Nc1ccc2c(c1)OC(F)(F)O2 (stereo unspecified)	15	-17	4	4	7	-1	-17	16	-8	-20	-8
S=C(Nc1cccc(Br)c1)c1ccccc1	-45	2	-6	10	-21	-10	7	-11	-28	-2	1
CC(C)CN1CN(Cc2ccccc2)CNC1=S	-1	1	6	-6	4	1	2	-5	-2	-3	29
CCOC(=O)[C@]12CCC=C1N(Cc1ccccc1)C(=O)[C@H](CC(=O)NCC13CC4CC(CC(C4)C1)C3)C2	nt	nt	nt	-14	nt	-37	nt	-2	1	17	nt
Cc1ccc(OCC(=O)NNC(=O)c2ccc3c(=O)n4c(nc3c2)CCC4)cc1	-13	-5	-9	-11	25	-1	-9	-3	-7	-5	-23
CC(CCc1ccccc1)NC(=O)COC(=O)c1cccc(N(C)C)c1 (stereo unspecified)	0	3	11	-4	-5	10	-2	4	-13	-15	-12
CCCC(=O)N(CCc1ccc(OC)cc1)Cc1nc2ccccc2c(=O)[nH]1	0	-3	-6	-20	3	-3	-5	-2	16	-4	-1
Cc1cccc(OCCCn2c(CCNC(=O)C(C)C)nc3ccccc32)c1	10	-5	-8	-2	-1	5	-2	-6	-5	7	-13
C#CCN1C(=O)S/C(=C/C=C/c2ccc(N(C)C)cc2)C1=O	-85	-76	-33	21	-115	-66	0	-44	-50	-21	-115
O=C(/C=C/c1cccc([N+](=O)[O-])c1)NCCSCc1cccc(Cl)c1	15	-4	6	2	8	-1	4	-20	48	-9	9
COc1ccc(-c2ccc(NS(=O)(=O)c3cc([N+](=O)[O-])c(C)c([N+](=O)[O-])c3)cc2)nn1	-6	6	-7	0	-8	14	1	-4	6	3	18
Cc1ccc(C)c(OCCC(=O)OCC(=O)N2CCN(c3ccccc3)CC2)c1	-1	nt	2	-14	-12	-11	-5	-9	-17	28	1
Cc1cc(C)nc(Nc2n[nH]c(COc3cccc4ccccc34)n2)n1	3	9	22	4	-27	8	-27	5	21	4	3
O=C(O)CCN(CCC(=O)O)c1nnc(SCc2ccccc2)s1	-43	2	-6	8	-12	-1	9	14	7	-2	2
CCOC(=O)c1ccc2ncc(-c3ccccc3)nc2c1	-58	0	-16	17	-120	-72	-1	-52	-49	-32	-96
O=C(Nc1cccc(S(=O)(=O)N2CCCCCC2)c1)c1ccc(Cl)nc1	39	6	-1	23	12	6	2	41*	28	42	11
CC(=O)N1CCN(c2ccccc2NC(=O)c2ccc(Br)o2)CC1	-5	-11	2	3	-21	13	-9	-6	20	21	-2
CCC1CCCCN1S(=O)(=O)c1ccc(C(=O)N(CCCN(C)C)c2nc3cc4c(cc3s2)OCO4)cc1 (stereo unspecified)	1	-13	26	25	5	1	-23	8	-7	-14	17
Cc1cc(C)cc(NC(=S)NCc2ccncc2)c1	-46	-1	-2	-12	-13	-3	6	-1	-8	13	-4
O=C(NCCc1ccc(C(F)(F)F)cc1)C1CCC(=O)N(CCCc2ccccc2)C1 (stereo unspecified)	26	-6	-2	-7	-1	7	-10	2	3	5	21
CCOC(=O)N1CCC(NC(=O)CCc2c(C)nc3c(c(C)nn3C(C)(C)C)c2C)CC1	56	13	13	48	-3	-11	6	13	14	2	1
CCOC(=O)c1sc(NC(=O)c2cc3ccccc3o2)nc1C	-100	2	-2	33	-47	-67	5	-16	-40	-13	-45
Cc1nnc(SCC(=O)O)s1	-5	-13	-3	-5	17	10	3	-9	-10	-11	10
COc1ccc(CNC(=O)COc2cc3c(c4oc(=O)cc(C)c24)CCC(C)(C)O3)c(OC)c1	24	nt	-11	4	-5	2	-3	17	22	0	6
COC(=O)c1ccc(N2C(=O)CC(Sc3n[nH]c(C)n3)C2=O)cc1 (stereo unspecified)	1	1	-22	-3	15	13	-8	1	0	7	8
CCOc1ccc2c(c1)n(CO)c(=S)n2CO	-13	-1	-10	6	14	7	8	4	-10	-11	19
COc1ccc(/C=C(/NC(=O)c2ccccc2)C(=O)N/N=C/c2cccs2)cc1OC	1	8	-4	-12	-10	20	8	0	1	-7	0
NC(=O)c1ccc(NC(=O)COC(=O)c2ccccc2SCC(=O)N2CCCC2)cc1	-24	1	38	4	9	-1	-11	-3	4	-2	10
O=C(CC(Sc1n[nH]c(-c2ccccc2)n1)c1ccccc1)NCc1ccccc1 (stereo unspecified)	-4	13	14	9	11	7	-8	11	18	16	19
Cc1ccc(CN(C(=O)c2ccc(Cl)c([N+](=O)[O-])c2)C2CCS(=O)(=O)C2)o1 (stereo unspecified)	-17	-4	11	26	8	-3	-3	4	34	21	17
CCN(C(=O)Cn1cnc2c(nc3n2CCCCC3)c1=O)c1cccc(Cl)c1	-4	-4	-2	-8	-22	-2	-1	-3	1	0	-4
CCOc1ccc(NC(=O)CC2Nc3ccccc3NC2=O)cc1 (stereo unspecified)	-18	0	1	4	-21	21	7	-4	-19	26	-5
Cc1csc(Sc2ccc([N+](=O)[O-])cc2C(=O)OCC(=O)NC(=O)NC(C)(C)C)n1	4	-2	-2	-11	-8	-4	-2	-45	20	20	4
O=S1(=O)N=C(N2CCCc3ccccc32)c2ccccc21	2	-3	-12	-13	5	9	5	2	9	-1	19
Cc1ccc(-n2c(SCC(=O)Nc3ncc(Cl)cc3Cl)nc3ccccc32)cc1	64	7	-1	33	24	-34	5	-52	28	33	-44
Cc1noc(/C=C/c2nn(C)cc2Cl)c1[N+](=O)[O-]	9	-8	-16	8	15	8	4	1	3	-8	16
CCC(CC)c1nnc(NC(=O)c2nc3nc(C)cc(C)n3n2)s1	-28	-3	-5	-19	6	-5	2	1	12	-2	1
Cc1ccc(SCC(=O)Nc2cccc(C)c2)cc1	0	8	10	-4	-28	-20	-3	6	-69	-5	-13
O=C(CCn1c(=O)oc2ccccc21)Nc1ccccc1	-26	-3	-2	6	-21	-11	-3	-5	-11	-2	0
Cc1ccc(CN2C(=O)CCC2C(=O)NCCN(CC(C)C)CC(C)C)cc1 (stereo unspecified)	-14	-3	3	2	-24	8	3	9	-9	17	-5
O=C(Nc1nc2c(F)cccc2s1)c1ccco1	-131	-15	-100	32	-83	-117	26	-21	-38	28	-106
O=C(NCc1cccs1)C1CCC(CNS(=O)(=O)c2ccccc2)CC1 (stereo unspecified)	-34	-9	4	0	5	10	-3	-7	-6	-1	11
Cc1ccc(C)c(NC(=O)c2ccc(N(C)S(C)(=O)=O)cc2)c1	0	-1	-14	1	2	-6	9	-7	4	-5	-10
Cc1ccc(CN(C)C(=O)c2cccc(S(=O)(=O)N3CCc4ccccc4C3)c2)o1	-19	-11	-3	2	-3	-5	13	12	-14	-4	6

With a hit mark in NR2F2 inh, among the entries above:
SMILES | Shn3 3UTR inh | LMP1 NFkB inh | CF NFkB inh | SRC1 inh | NR5A2 inv ag | NR2F2 inh | TWEAK Fn14 block | NCOA3 inh
O=C(Nc1cccc(S(=O)(=O)N2CCCCCC2)c1)c1ccc(Cl)nc1 | 39 | 6 | -1 | 12 | 6 | 41* | 42 | 11

Grouped by structure: the compounds so far with a Cl atom (7)
SMILES	Shn3 3UTR inh	LMP1 NFkB inh	CF NFkB inh	TRAIL sens C8	SRC1 inh	NR5A2 inv ag	KKLEB cytotox	NR2F2 inh	TROY signal inh	TWEAK Fn14 block	NCOA3 inh
Nc1nc(Cl)cc(=O)n1Cc1ccc(Cl)cc1	2	-3	-8	8	11	-8	2	0	-12	-4	7
O=C(/C=C/c1cccc([N+](=O)[O-])c1)NCCSCc1cccc(Cl)c1	15	-4	6	2	8	-1	4	-20	48	-9	9
O=C(Nc1cccc(S(=O)(=O)N2CCCCCC2)c1)c1ccc(Cl)nc1	39	6	-1	23	12	6	2	41*	28	42	11
Cc1ccc(CN(C(=O)c2ccc(Cl)c([N+](=O)[O-])c2)C2CCS(=O)(=O)C2)o1 (stereo unspecified)	-17	-4	11	26	8	-3	-3	4	34	21	17
CCN(C(=O)Cn1cnc2c(nc3n2CCCCC3)c1=O)c1cccc(Cl)c1	-4	-4	-2	-8	-22	-2	-1	-3	1	0	-4
Cc1ccc(-n2c(SCC(=O)Nc3ncc(Cl)cc3Cl)nc3ccccc32)cc1	64	7	-1	33	24	-34	5	-52	28	33	-44
Cc1noc(/C=C/c2nn(C)cc2Cl)c1[N+](=O)[O-]	9	-8	-16	8	15	8	4	1	3	-8	16
